# HCT116 survival: survival after telomere uncapping, modulators, primary screen, cell-based (AID 1259312). HCT116 + Ad-hTR-mut, survival, MTT, 5 d; hits give high values. fold change at 10 µM. actives 4.5% (n = 4,500);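 active means cell survival measured by absorbance rises more than 2.5-fold over infected cells without compound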;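 further: virus expresses mutant telomerase RNA that uncaps telomeres and kills cells; compound added 2 days after infection so exposure lasts 3 days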
# Starred values were filed as active, the others as inactive; i = inactive. A portion of the library; count on the stated rates, not on these rows.
smiles | HCT116 survival
Nc1n[nH]c(S(=O)(=O)Cc2ccc(Cl)cc2Cl)n1 | -1.03
Cc1c(N2C(=O)C(C)SC23C(=O)Nc2ccccc23)c(=O)n(-c2ccccc2)n1C (stereo unspecified) | -1.14
Fc1ccc(/C=C/c2nnc(-c3ccccc3)o2)cc1 | -1.39
CC(C)(C)c1cc(COCCO)cc(C(C)(C)C)c1O | -3.62
O=C1CC(c2cc3c(cc2Br)OCO3)c2ccc3ccccc3c2N1 (stereo unspecified) | 1.01
C=C1CCC2OC2(C)CCC2C1CC2(C)C (stereo unspecified) | -1.78
Cc1ccc2c(c1)-c1c(ssc1=S)C(C)(C)N2 | 2.39
CCOC(=O)C1=C(N)OC2=C(C(=O)CCC2)C1c1cccs1 (stereo unspecified) | 1.21
C#CCOC(C)n1cccc1-c1cccs1 (stereo unspecified) | -1.22
CC(C)(C)c1ccc(C(N2CCCCC2)P(=O)(c2ccccc2)N2CCCCC2)cc1 (stereo unspecified) | -1.12
O=C(N=Nc1c(O)[nH]c2ccccc12)c1ccccc1O | i
O=c1c2ccccc2c2nc3c(c(-c4cccc(Br)c4)c12)c(=O)c1ccccc13 | -1.26
O=[N+]([O-])c1ccc(N=Cc2cc(Br)ccc2O)c(O)c1 | i
CCc1sc(-c2c(C#N)c(N)nc3c2CCCCCC3)cc1[N+](=O)[O-] | -1.08
CN(C)c1ccc(/C=C2\SC(=S)N(C3CCS(=O)(=O)C3)C2=O)cc1 (stereo unspecified) | 2.15
COc1cc(OC)cc(C2C(C#N)=C(N)OC(N)=C2C#N)c1 | 1.54
C#CCn1cc(/C=C2/SC(=NC)N(C)C2=O)c2ccccc21 | -1.74
COc1cc(C=Nc2cc(OC)c(OC)c(OC)c2)cc(OC)c1OC | -2.29
Cc1ccsc1/C=C1\SC(N)=NC1=O | -1.04
COc1ccccc1-c1nnc(SC)o1 | 2.31
O=C(N1CCCCC1)C12CC3CC(CC(C3)C1)C2 | -1.45
CCn1c(-c2ccccc2)nn(CN2CCOCC2)c1=S | 1.15
Clc1nc2nonc2nc1Nc1ccc(Br)cc1 | -1.13
Cn1c(=O)c2c(nc(-n3ccnc3)n2C)n(C)c1=O | -1.52
CCCCc1ccc(S(=O)(=O)Oc2ccc(N=Cc3ccc4c(c3)OCO4)cc2)cc1 | -1.5
O=C1NC2C=CC=CC2/C1=N\Nc1nc2ccccc2c(=O)n1-c1ccccc1 (stereo unspecified) | -2.06
Cc1ccnc(NS(=O)(=O)c2ccc(NS(=O)(=O)c3ccc(F)cc3)cc2)n1 | -2.24
Cc1c(Cl)c([N+](=O)[O-])nn1C12CC3CC(CC(CC(=O)O)(C3)C1)C2 | 1.34
Cc1ccc2c(c1)c1c3n2CCN=C3CCC1 | 1.06
Cc1ccc(C2NC(=O)c3c(sc4c3CCC(C(C)(C)C)C4)N2)cc1 (stereo unspecified) | -2.12

# Single values from the list:
# CCn1c(-c2ccccc2)nn(CN2CCOCC2)c1=S – HCT116 survival: 1.15
# Cc1ccc2c(c1)c1c3n2CCN=C3CCC1 – HCT116 survival: 1.06

# Reprinted from the listing, 15 compounds:
smiles | HCT116 survival
COc1cc(OC)cc(C2C(C#N)=C(N)OC(N)=C2C#N)c1 | 1.54
C#CCn1cc(/C=C2/SC(=NC)N(C)C2=O)c2ccccc21 | -1.74
COc1cc(C=Nc2cc(OC)c(OC)c(OC)c2)cc(OC)c1OC | -2.29
Cc1ccsc1/C=C1\SC(N)=NC1=O | -1.04
COc1ccccc1-c1nnc(SC)o1 | 2.31
O=C(N1CCCCC1)C12CC3CC(CC(C3)C1)C2 | -1.45
CCn1c(-c2ccccc2)nn(CN2CCOCC2)c1=S | 1.15
Clc1nc2nonc2nc1Nc1ccc(Br)cc1 | -1.13
Cn1c(=O)c2c(nc(-n3ccnc3)n2C)n(C)c1=O | -1.52
CCCCc1ccc(S(=O)(=O)Oc2ccc(N=Cc3ccc4c(c3)OCO4)cc2)cc1 | -1.5
O=C1NC2C=CC=CC2/C1=N\Nc1nc2ccccc2c(=O)n1-c1ccccc1 (stereo unspecified) | -2.06
Cc1ccnc(NS(=O)(=O)c2ccc(NS(=O)(=O)c3ccc(F)cc3)cc2)n1 | -2.24
Cc1c(Cl)c([N+](=O)[O-])nn1C12CC3CC(CC(CC(=O)O)(C3)C1)C2 | 1.34
Cc1ccc2c(c1)c1c3n2CCN=C3CCC1 | 1.06
Cc1ccc(C2NC(=O)c3c(sc4c3CCC(C(C)(C)C)C4)N2)cc1 (stereo unspecified) | -2.12

# Next part:
smiles | HCT116 survival
O=C(Nc1nccs1)c1cccs1 | -1.17
OCCCc1nc2ccccc2[nH]1 | -1.05
CN(Cc1ccccc1)S(C)(=O)=O | 1.38
CC(CNC(=O)C1CC1)OC12CC3CC(CC(C3)C1)C2 (stereo unspecified) | -1.16
O=[N+]([O-])c1ccc(N2CCN(S(=O)(=O)c3ccc4ccccc4c3)CC2)cc1N1CCOCC1 | -1.13
C#CCN1C(=O)S/C(=C\c2cc(C(C)C)c(OCC)cc2C)C1=O | -1.24
Nc1ccn(C2CC(O)C(COP(=O)(O)O)O2)c(=O)n1 (stereo unspecified) | -1
CCOC(=O)c1c(N)sc2c1CCCCC2 | 1.77
O=C1ON=C(c2ccccc2)/C1=C/c1ccc(F)cc1 | -1.1
Cc1ccc(Nc2nc(/N=C/N(C)C)n[nH]2)cc1C | 1.14
Clc1ccc(C=Nc2ccc(Cl)cn2)cc1 | 2.03

# Compound activity (PubChem BioAssay)
